# Screening results deposited in PubChem BioAssay by several laboratories.
# SMARCA2 activ: SMARCA2 (BRM) function activators, primary screen, cell-based, luminescence, high throughput; activation, % at 9.1 µM; MG213 cells, MMTV-luciferase reporter, dexamethasone, overnight; 370,000 compounds, 1% hits; AID 652017, 2013; in the data active = activation above about 7.8%;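 note: 0% = vehicle wells and 100% = reference activator wells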
# DAX1 inh-1: DAX1 (NR0B1) inhibitors on StAR promoter, primary screen, cell-based, luminescence, SF-1 (NR5A1), full-length DAX-1. AID 652010, 2013. HEK293T StAR-luciferase reporter, SF-1/DAX-1 repression relief. inhibition, % at 6.8 µM. 370,000 compounds, 1.1% hits;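 active = inhibition above the mean over all tested compounds plus 3 SD, cut at about 3.6% in these data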;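 note: 0% = DAX-1 cells with DMSO and 100% = cells lacking DAX-1 with DMSO; higher inhibition means more luminescence from relief of DAX-1 repression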
# NPR1 activator: GC-A stimulated cGMP production enhancers – HEK293 GC-A cells, cGMP TR-FRET, EC30 ANP, primary screen. Atrial natriuretic peptide receptor 1 (Homo sapiens), P16066. 0% at EC30 ANP, 100% saturating ANP. activation, % at 10 µM. 370,000 compounds, 0.14% hits. AID 1671463, 2021; in the data active = activation above about 40%
# Target sequence (P16066 whole entry, looked up): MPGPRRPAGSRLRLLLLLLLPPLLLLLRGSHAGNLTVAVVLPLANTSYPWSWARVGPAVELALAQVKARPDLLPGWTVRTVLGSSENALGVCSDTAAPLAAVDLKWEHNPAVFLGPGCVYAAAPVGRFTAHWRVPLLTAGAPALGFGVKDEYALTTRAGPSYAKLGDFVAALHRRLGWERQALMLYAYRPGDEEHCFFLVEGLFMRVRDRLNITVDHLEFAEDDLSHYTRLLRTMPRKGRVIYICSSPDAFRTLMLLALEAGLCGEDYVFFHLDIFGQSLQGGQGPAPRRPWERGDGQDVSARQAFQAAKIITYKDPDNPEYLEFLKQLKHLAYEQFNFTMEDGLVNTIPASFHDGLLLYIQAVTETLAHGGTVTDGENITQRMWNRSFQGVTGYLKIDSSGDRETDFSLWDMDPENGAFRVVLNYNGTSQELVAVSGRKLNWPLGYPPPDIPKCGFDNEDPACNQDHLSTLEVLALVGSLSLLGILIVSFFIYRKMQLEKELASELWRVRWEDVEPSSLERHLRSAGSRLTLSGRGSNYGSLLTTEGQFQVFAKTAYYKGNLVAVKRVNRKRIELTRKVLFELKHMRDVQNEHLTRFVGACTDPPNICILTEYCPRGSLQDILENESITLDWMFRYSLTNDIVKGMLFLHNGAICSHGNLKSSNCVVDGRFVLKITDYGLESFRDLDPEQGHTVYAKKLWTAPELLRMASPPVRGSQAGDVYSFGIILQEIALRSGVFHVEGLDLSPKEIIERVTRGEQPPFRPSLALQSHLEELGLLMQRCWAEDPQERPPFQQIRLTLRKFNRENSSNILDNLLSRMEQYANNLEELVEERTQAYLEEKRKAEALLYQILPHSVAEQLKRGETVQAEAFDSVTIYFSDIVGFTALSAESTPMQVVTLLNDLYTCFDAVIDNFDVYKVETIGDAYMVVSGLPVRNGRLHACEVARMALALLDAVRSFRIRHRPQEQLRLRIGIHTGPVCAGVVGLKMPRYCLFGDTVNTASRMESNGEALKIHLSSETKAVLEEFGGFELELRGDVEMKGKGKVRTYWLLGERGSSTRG
# DAX1 inh-2: DAX1 (NR0B1) inhibitors, primary screen, cell-based, HEK293, Gal4-DAX1, luciferase luminescence; inhibition, % at 6.75 µM; AID 504766, 2011; 340,000 compounds, 0.99% hits; HEK293 Gal4-DAX1 luciferase reporter;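 active = inhibition above the mean over all tested compounds plus 3 SD, cut at about 4.2% in these data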;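 note: 0% = DAX1-transfected cells with DMSO and 100% = empty-vector control cells with DMSO; inhibition shows as a rise in luminescence from relieved DAX1 repression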
# ssDAF12 agonist: S. stercoralis DAF-12 nuclear receptor activators, primary screen, cell-based, luminescence, HEK293, GRIP1 co-expression, lit1-tk-luc | 370,000 compounds, 1% hits | Nuclear hormone receptor DAF-12 (Strongyloides stercoralis) | AID 652126, 2013 | HEK293 ssDAF-12/GRIP1 lit1-tk-luc reporter; % of 3 µM dafachronic acid response | activation, % at 6.8 µM;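 active = activation above the mean over all tested compounds plus 3 SD, cut at about 0.9% in these data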;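 note: 0% = DMSO-only wells and 100% = 3 µM delta7-dafachronic acid wells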
# ADAM10 inh: human ADAM10 inhibitors, primary screen, biochemical, QFRET, HTS | Disintegrin and metalloproteinase domain-containing protein 10 (Homo sapiens), O14672 | recombinant ADAM10, EDANS/DABCYL FRET peptide cleavage, 3 h | inhibition, % at 7 µM | 370,000 compounds, 0.62% hits | AID 720582, 2013;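 active = inhibition above a per-campaign cutoff equal to the mean of compounds falling between control-based bounds plus 3 SD, cut at about 20% in these data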;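 note: 0% = DMSO wells while the 100% control is not disclosed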
# hcDAF12 agonist: H. contortus DAF-12 nuclear receptor activators, primary screen, cell-based, luminescence, HEK293, lit1-tk-luc reporter; HEK293 hcDAF-12 lit1-tk-luc reporter; 0% DMSO, 100% Δ7-dafachronic acid; activation, % at 6.8 µM; 370,000 compounds, 1.4% hits; AID 652067, 2013;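 active = activation above the mean of all tested compounds plus 3 SD, cut at about 5.5% in these data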;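 note: 100% = response to 3 µM Δ7-dafachronic acid high control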
# hgDAF12 agonist: H. glycines DAF-12 receptor agonists, primary screen, cell-based, luminescence, HEK293, GAL4 fusion, UAS-luciferase. HEK293 GAL4-hgDAF12 UAS-luciferase reporter, agonist luminescence; normalized to butyrate control. 370,000 compounds, 1.8% hits. activation, % at 6.8 µM;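 active = activation above a cutoff set at the mean of all screened compounds plus 3 SD, cut at about 10% in these data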;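 note: 0% = DMSO wells and 100% = sodium butyrate wells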
# GAA850 FXN act: FXN promoter activators, primary screen, cell-based, luciferase luminescence, HEK293 lucGAA850; HEK293 lucGAA850 FXN promoter luciferase reporter, 24 h; percent of 10 µM SAHA response; activation, % at 6 µM; 360,000 compounds, 0.56% hits; AID 540364, 2011;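 active = activation above the average of all compounds screened plus 3 SD, cutoff fixed separately per campaign, cut at about 7.5% in these data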;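 note: 0% = DMSO wells and 100% = 10 µM SAHA wells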
# HGIII-sPLA2 inh: human group III sPLA2 inhibitors, primary screen, biochemical, QFRET, BODIPY PC-A2 liposome substrate; Group 3 secretory phospholipase A2 (Homo sapiens), Q9NZ20; QFRET BODIPY PC-A2 liposome hydrolysis, fluorescence; inhibition, % at 12.2 µM; 370,000 compounds, 0.56% hits; AID 743126, 2013;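 active = inhibition above mean plus 3 SD of compounds lying within the high and low control bounds, cut at about 19% in these data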;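 note: 0% = median of test compound wells and 100% = no enzyme DMSO wells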
# GC-B act: human GC-B receptor activators, primary screen, HEK293 GC-B cells, cGMP TR-FRET, EC30 CNP. 0% at EC30 CNP, 100% saturating CNP. activation, % at 10 µM. 370,000 compounds, 0.11% hits. AID 1920062, 2024;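 active = activation at 10 µM reaching about 35% in either raw or pattern-adjusted values, limit read from the data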
# Starred values were filed as active, the others as inactive; i = inactive; . = not tested or not shown.
SMILES,SMARCA2 activ,DAX1 inh-1,NPR1 activator,DAX1 inh-2,ssDAF12 agonist,ADAM10 inh,hcDAF12 agonist,hgDAF12 agonist,GAA850 FXN act,HGIII-sPLA2 inh,GC-B act
CC1Cc2nc(SCC(=O)Nc3nccs3)n(C)c(=O)c2S1 (configuration not stated),-1,0.8,-5,-0.2,-1.2,-1,-1.1,-0.4,1.1,-9,-4
O=C(NC1CC1)c1cc2cc(Br)ccc2s1,1,-0.7,-4,-0.9,-1.4,-3,-1.9,5.5,4.2,5,-6
O=C(c1cccc(Cl)c1)N1CCN(Cc2ccc3c(c2)OCO3)CC1,-1,-0.9,2,-0.2,-1.0,-7,-2.3,-0.1,1.1,7,7
CN(C)CCNC(=O)c1ccccc1-c1ccccc1,6,0.3,1,-0.8,-1.4,-1,-0.1,0.1,-2.1,0,0
OC1(c2ccc(Br)cc2)CCNCC1,3,-0.4,3,0.3,-1.6,7,-0.3,-2.0,0.9,-4,-5
CC(C)(C)C(=O)Nc1ccc(S(=O)(=O)Nc2nccs2)cc1,4,0.1,0,0.6,-1.3,-1,-0.7,-0.5,0.8,-2,-2
COc1ccc(N2CCN(C(=O)CN(c3ccc(OC)cc3)S(=O)(=O)c3ccccc3)CC2)cc1,0,0.1,-3,0.6,-0.9,21*,0.4,-1.4,-0.8,-42,4
Cc1cccc(/N=C/c2c(O)cc(C)oc2=O)n1,0,0.1,1,-1.5,-1.0,-14,2.4,1.0,-1.6,3,5
COc1ccc(S(=O)(=O)N2CCCCC2)cc1NC(=O)CSc1nnc(C2CC2)n1C,0,-0.1,-2,-0.7,-1.4,-16,-1.4,-2.1,2.8,-1,3
CCCNC(=O)C1CCC(CNS(=O)(=O)c2ccc3c(c2)N(C(C)=O)CCO3)CC1 (configuration not stated),2,-0.3,3,0.7,-1.1,0,0.0,0.9,-0.3,1,1
CCC(=O)NNC(=S)NC(=O)c1ccc(C)cc1,5,3.1,5,3.9,-0.2,3,3.2,5.1,6.7,1,5
COC(=O)c1ccc(C(=S)N2CCOCC2)cc1,-3,0.4,0,-0.1,-0.3,-2,-1.2,0.2,-0.8,-3,6
Nc1nc(COC(=O)CCC(=O)c2ccccc2)nc(Nc2ccccc2)n1,0,-0.3,6,-0.4,-1.1,-8,-0.4,-1.9,0.2,6,-4
CC1Sc2ccc(C(=O)Nc3ccc(S(=O)(=O)N(C)C)cc3)cc2NC1=O (configuration not stated),-3,-5.3,10,-1.4,-1.0,10,-2.9,-4.2,-2.3,-25,10
C/C(=N\Nc1ccc(S(=O)(=O)N2CCOCC2)cc1[N+](=O)[O-])C(C)C,-5,-0.7,0,-1.1,-2.1,-1,-2.4,-1.6,2.1,14,-1
Cc1ccc(NC(=O)CCc2ccc(S(=O)(=O)N3CCOCC3)cc2)c(C)c1,-3,-0.2,-2,1.4,-0.8,-2,-1.6,-3.5,-1.8,9,12
Cc1cc(Oc2ccc3ccccc3c2)nc(SCC(=O)c2ccccc2)n1,-3,-0.9,-8,1.0,-1.4,7,-1.3,-0.7,-0.8,-47,-2
COc1ccc(OCc2cc(C(=O)NCC3CCOCC3)no2)c(Cl)c1,6,0.3,9,0.9,0.2,-3,4.0,7.7,5.7,3,0
O=C1CCCCC(=O)[C@H](O)C[C@H](c2ccccc2)O1,0,-0.1,4,.,-1.5,-2,-0.8,-2.4,.,5,4
CCOC(=O)C1(C)CCCN(C(=O)c2ccccc2F)C1 (configuration not stated),0,0.7,-2,.,-1.4,-2,0.0,0.6,-1.3,0,-1
CN(N=O)c1ccc(C=C2C=Cc3ccccc32)cc1,7,6.3*,1,5.0*,1.0*,2,7.4*,11*,2.8,-2,-5
C=CC[C@@H](CC(=O)N[C@@H](CO)Cc1ccccc1)C(=O)N[C@H](COC(=O)[C@@H](CC=C)Cc1ccc(F)cc1)C(C)(C)C,-1,-0.1,0,-0.1,-1.4,13,-1.8,1.0,-3.9,-23,1
COc1ccccc1CNC(=O)c1nn(-c2ccc(C)cc2)c(=O)c2c1c1ccccc1n2C,-4,-0.3,2,-0.7,-0.1,5,2.5,1.1,2.1,3,-2
CCC(=O)c1ccc(OCC(O)CN2CCN(c3cccc(C(F)(F)F)c3)CC2)cc1 (configuration not stated),0,-0.9,2,-0.2,-1.7,14,-2.9,-1.6,2.1,-16,-4
CCC(NC(=O)NCCCn1ccnc1)(C(F)(F)F)C(F)(F)F,-1,-0.2,3,1.1,-1.3,0,-1.3,0.9,1.1,-13,4
COc1ccccc1N1CCN(C(=O)CSc2nc(N)cc(=O)[nH]2)CC1,-3,0.7,8,0.5,-0.1,8,-0.6,-1.5,0.5,8,4
CCOC(=O)[C@H]1[C@H]2COc3ccc(Cl)cc3[C@@H]2N2C(=O)c3cc(F)ccc3NC(=O)[C@@]12C,-1,0.9,-2,-0.6,-1.3,6,-2.3,-1.1,-6.9,-5,0
O=C(O)Cn1c(=O)c2c3c(sc2n(Cc2ccccc2F)c1=O)CCCC3,-2,0.0,-2,-0.2,-1.2,2,0.4,-4.5,-0.5,-11,4
CN(CCCOC(=O)CC1C=CCC1)C1CN(Cc2cn(Cc3ccccc3Cl)nn2)S(=O)(=O)C1 (configuration not stated),-1,0.2,2,.,-0.9,-5,-0.5,-0.9,.,-1,-4
O=C(c1ccccc1F)N1CCN(C2CCC(c3ccccc3)CC2)CC1 (configuration not stated),1,-0.1,-1,-0.1,-0.8,2,-1.6,1.0,-0.4,-4,6
O=C(NCc1ccco1)c1ccc(Cl)c(S(=O)(=O)N2CCCC2)c1,0,0.3,2,-0.8,-0.5,-13,-1.2,0.3,0.3,3,-1
O=c1oc(CCCO)cc2ccc(C#CC3(O)CCCCC3)cc12,-4,0.2,6,-0.7,-0.9,-51,-1.6,-1.0,1.7,-1,4
COc1cccc(C(=O)Nc2nnc(-c3cccs3)s2)c1,8.3*,1.6,-1,2.1,0.2,12,2.8,11*,-0.8,-3,-9
CC(NC(=O)c1cc2ccccc2oc1=O)c1ccccc1 (configuration not stated),3,-0.2,1,-0.7,-0.7,-88,-0.7,-0.6,3.1,0,7
CCOc1c2ccc(C(=O)NCc3ccc(OC(F)(F)F)cc3)cc2nn1CC,-1,0.0,-2,0.5,-1.0,i,-0.9,0.5,-0.2,1,3
CC1=C(C(=O)N2CCCCCC2)CC(CC(=O)NCCCCc2ccccc2)C(=O)N1Cc1ccccc1 (configuration not stated),-5,0.9,-2,.,-1.4,-2,-1.2,6.2,.,-17,-2
CCC1=C2CC[C@H]3C(=O)N(c4ccccc4)C(=O)[C@H]3[C@H]2[C@@]2(C)C(=NCC(=O)OC)OC(=O)N2C1=O,0,0.1,2,1.5,-1.3,-8,-0.9,0.7,-0.6,6,2
CNc1c(N=Cc2cccnc2)c(=O)n(C)c(=O)n1C,-2,-0.3,-4,0.2,-0.6,-3,-1.2,-2.3,0.8,-4,3
CCc1ccc(NC(=O)C(C)OC(=O)CN2C(=O)NC3(CCCC3)C2=O)cc1 (configuration not stated),-2,-2.4,0,-0.3,-1.0,-14,-0.3,1.0,0.1,8,-5
CC(NC(=S)N1CCOCC1)c1ccccc1 (configuration not stated),-4,0.4,3,-0.5,-1.3,-5,-0.4,-1.3,0.1,12,4
CCc1ccc(NC(=O)CSc2nc3ccsc3c(=O)n2CCCCCC(=O)O)cc1,1,1.5,-4,1.0,-2.1,-6,1.2,2.7,-1.2,1,-4
CC(=O)N1CCCc2ccc(NS(=O)(=O)c3ccc(C)c(C)c3)cc21,-2,-0.7,4,-0.4,-1.2,4,-3.4,-3.5,-3.2,-12,6
COc1ccc(C(=O)N/N=C(\C)CC(=O)Nc2ccc3ccccc3c2)c(OC)c1,1,2.9,-3,1.1,-0.4,-14,1.0,4.2,1.8,-21,-2
COc1cc(CNCCN(C)C)ccc1OCc1c(F)cccc1Cl,2,0.3,1,-0.1,-0.9,-9,-0.4,2.2,2.8,5,-4
CC(C)(C)c1cc(C(F)(F)F)c(C#N)c(=O)[nH]1,-1,-1.0,1,1.9,-1.3,i,-1.1,-1.1,0.4,-7,-2
CCn1cc(S(=O)(=O)N2CCN(Cc3cccc(Cl)c3)CC2)cn1,1,0.7,1,-0.7,-1.7,6,-1.5,-2.6,2.3,1,4
COc1ccc(CNC(=O)N2CCN(c3ccc(F)cc3)CC2)cc1Cl,-1,-1.2,-5,-1.5,-2.0,3,-2.3,-4.3,-1.2,-5,7
O=C(Nc1cc(S(=O)(=O)Nc2ccccc2F)ccc1Cl)c1ccc(F)cc1F,-6,-1.3,-2,-0.7,-0.9,-12,-1.9,1.0,-1.4,-5,-3
CCC(=O)N1CCCC(C)(C(=O)Nc2nccc3ccccc23)C1 (configuration not stated),-3,-0.6,3,.,-0.8,-7,0.8,2.1,0.2,9,5
Cn1cc(S(=O)(=O)N2CCOCC2)cc1C(=O)NCc1ccccc1Cl,0,0.7,-5,0.1,-1.3,1,1.0,-1.4,0.1,0,2

# Part of the list above, limited to DAX1 inh-1:
SMILES,DAX1 inh-1
Cn1cc(S(=O)(=O)N2CCOCC2)cc1C(=O)NCc1ccccc1Cl,0.7
CCn1cc(S(=O)(=O)N2CCN(Cc3cccc(Cl)c3)CC2)cn1,0.7

# (list continues)
SMILES,SMARCA2 activ,DAX1 inh-1,NPR1 activator,DAX1 inh-2,ssDAF12 agonist,ADAM10 inh,hcDAF12 agonist,hgDAF12 agonist,GAA850 FXN act,HGIII-sPLA2 inh,GC-B act
CCOP(=O)(OCC)C(C)(C)NC(=O)Nc1ccc(Cl)c(Cl)c1,-1,-0.6,-2,-1.4,-0.7,1,-1.0,-3.2,-0.8,-1,-2
Nn1cnnc1N/N=C/c1ccccc1C(F)(F)F,2,-1.1,2,1.6,-1.8,3,-3.6,-6.4,1.1,-2,3
Cc1ccccc1Cn1cc(/C=N/n2cnnc2)c2ccccc21,0,-0.2,0,-0.8,-0.3,4,-1.5,-2.6,1.9,1,-12
C=CCNC(=O)NC(=O)COC(=O)/C(C#N)=C/c1ccc(OC)cc1,0,0.8,0,-0.1,-0.9,0,-1.2,0.9,-0.8,-3,3

# No enrichment for hits. About 6.6% of those tested had a hit in this group.
